HTR2A ag – activates the mouse 5-HT2A serotonin receptor; 360,000 tested, 0.66% active; P35363; activation, % at 7.6 µM; CHO-K1 mHTR2A beta-arrestin complementation, luminescence; percent of 30 µM serotonin response;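 active means activation above a run cutoff, the mean activation of all tested compounds plus 3 SD, cut at about 14% in these data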;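 further: 0% = plate median of compound wells and 100% = 30 µM serotonin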
Target sequence (P35363 whole entry, looked up): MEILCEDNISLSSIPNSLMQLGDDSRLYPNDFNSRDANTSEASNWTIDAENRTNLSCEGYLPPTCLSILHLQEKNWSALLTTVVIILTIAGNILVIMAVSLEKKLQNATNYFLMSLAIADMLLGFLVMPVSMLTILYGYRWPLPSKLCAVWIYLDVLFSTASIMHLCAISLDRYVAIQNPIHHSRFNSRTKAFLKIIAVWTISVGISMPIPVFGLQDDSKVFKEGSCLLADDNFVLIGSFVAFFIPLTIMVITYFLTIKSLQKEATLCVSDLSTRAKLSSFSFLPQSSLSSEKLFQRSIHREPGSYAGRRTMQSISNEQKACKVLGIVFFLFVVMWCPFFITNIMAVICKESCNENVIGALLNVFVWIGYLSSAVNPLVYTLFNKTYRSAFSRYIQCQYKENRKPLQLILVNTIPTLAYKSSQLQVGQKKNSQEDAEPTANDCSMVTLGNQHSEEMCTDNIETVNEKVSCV
CaV13 FRET inh – Disruptors of the CACNA1D IQ motif to Ca2+-dependent inactivation inhibitor domain association, primary screening, Förster resonance energy transfer in intact living …. HEK cells, CFP/YFP FRET ICDI-IQ, plate reader, 10 min; percent FRET-ratio fall versus neutral wells. inhibition, % at 12.3 µM. AID 743397. 340,000 tested, 0.098% active;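 active means mean replicate inhibition of at least 30% and at least 1% of replicates passing that level; inconclusive means only one of the two criteria is met; inactive means neither criterion is met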;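 further: 0% = median of the neutral control wells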
N-glyco inh – blocks N-linked glycosylation in D54 reporter cells. D54 ERlucT glycosylation luciferase reporter, 24 h; percent of 100 nM tunicamycin response. reporter increase, % at 12.5 µM. 360,000 tested, 0.23% active. AID 588692;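 active means mean luciferase reporter signal, scaled so untreated is 0 and the glycosylation-blocking control 100, at or above a set limit in every replicate; inconclusive means mean reaches the limit but not every replicate does; inactive means mean below the limit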;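 further: luciferase carries N-glycosylation sites so blocking glycosylation raises the light; 0% = median of neutral control wells and 100% = median of 100 nM tunicamycin wells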
Vif imaging – blocks HIV Vif function | HEK293T cells, Vif self-association by quenched fluorescence, imaging, 24 h | inhibition, % at 7.49 µM | 340,000 tested, 0.35% active | AID 602346; in the data active means inhibition above about 50%, passing the limit was not always enough; inconclusive means no clear call, values can overlap the other calls; inactive means below about 31%; further: some results filed as inactive read as strong as hits
PDI inh – blocks human protein disulfide isomerase activity; P07237; 350,000 tested, 0.052% active; inhibition, % at 10 µM; PDI insulin aggregation turbidity, A650, 90 min;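 active means mean inhibition across replicates of 30% or more, whatever share of single replicates reach that level; inconclusive means mean inhibition below 30% while every single replicate reaches 30%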;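 further: absorbance from insulin aggregation driven by PDI reduction with DTT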
MC4R antagonist – human MC4R antagonism in cAMP assay; 360,000 tested, 0.48% active; inhibition, % at 6.5 µM; MC4R-expressing cells, MTII-stimulated cAMP, LANCE TR-FRET; P32245; AID 540295;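 active means inhibition above its plate's cutoff, the mean of tested wells on that plate plus 3 SD, cut at about 29% in these data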;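 further: 0% = Melanotan II alone and 100% = Melanotan II plus saturating MCL0020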
Target sequence (P32245 whole entry, looked up): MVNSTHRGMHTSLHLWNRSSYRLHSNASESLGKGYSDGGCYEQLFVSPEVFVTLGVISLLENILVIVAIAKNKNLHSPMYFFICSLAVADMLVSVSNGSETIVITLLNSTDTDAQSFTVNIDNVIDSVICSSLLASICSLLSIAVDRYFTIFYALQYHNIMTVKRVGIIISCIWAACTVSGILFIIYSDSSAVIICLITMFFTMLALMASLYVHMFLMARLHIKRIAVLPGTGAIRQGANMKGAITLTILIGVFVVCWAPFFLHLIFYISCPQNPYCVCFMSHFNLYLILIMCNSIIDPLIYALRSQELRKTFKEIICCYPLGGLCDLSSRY
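material = U2OS cells stably expressing human melanocortin 4 receptor (MC4R) | also added = Melanotan II challenge | dosing = single nominal compound dose of 6.5 µM | detection = TR-FRET with Eu-cAMP and labeled anti-cAMP, 671 nm | replication = singlicate | timing = compound 30 min, challenge 1 h, detection 1 h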
H9c2 protect – myocardial damage modulation in H9c2 cells. AID 588492. protection from H2O2 cell death, % at 20 µM. 360,000 tested, 0.63% active. H9c2 cardiomyocytes, H2O2 injury protection, ATPLite, 2 h;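 active means compounds giving at least 50% protection of heart cells from peroxide-induced death in the single-dose screen, raw or plate-pattern-corrected value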;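 further: 0% = DMSO wells with peroxide and 100% = DMSO wells without peroxide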
ABCB6 inh MLPCN – human ABCB6 transporter inhibition | 360,000 tested, 0.19% active | K562-ABCB6 porphyrin accumulation, flow cytometry, 1 h; hits give low values | Q9NP58 | fluorescence ratio to DMSO, % at 10 µM;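 active means fluorescence ratio to DMSO below 75%, the collection mean minus 3 SD; inconclusive means too few cells collected in the well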;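 further: signal is porphyrin accumulated inside mitochondria; 100% equals median channel fluorescence of DMSO control wells; lower ratio means ABCB6 inhibition with less porphyrin fluorescence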
aDG glyco act – alpha-DG glycosylation activation | 360,000 tested, 0.22% active | Pro5-aDG cells, alpha-DG glycosylation AlphaScreen (IIH6); 0% Pro5, 100% B10-LARGE cell signal | activation, % at 10 µM;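 active means activation of at least 8% versus controls, or a plate z-score of at least 8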;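 further: Pro5 are CHO cells carrying HIG-tagged alpha-DG that lacks glycosylation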
MC4R barr agon – human MC4R agonism via beta-arrestin | P32245 | U2OS MC4R beta-arrestin complementation, luminescence; percent of melanotan II response, DMSO zero | activation, % at 8.9 µM | 360,000 tested, 0.98% active | AID 540308;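 active means activation above a per-plate cutoff, the mean activation of sample wells on that plate plus 3 SD, cut at about 8% in these data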
* marks the source's active call; other numbers are inactive results; ? = inconclusive; / = not tested or not shown. The order is random, and some 3.6% of all compounds hit somewhere here.

SMILES	HTR2A ag	CaV13 FRET inh	N-glyco inh	Vif imaging	PDI inh	MC4R antagonist	H9c2 protect	ABCB6 inh MLPCN	aDG glyco act	MC4R barr agon
COc1ccc(CN(C)C(=O)c2sccc2-c2ccccc2)c(OC)c1	0	-9	/	/	-6	-2	-13	98	0.4	-3.2
O=C(O)C1CC(=O)N(c2ccc(OCc3ccccc3)cc2)C1 (centres undefined)	1	-4	4	17	3	15	4	95	-0.2	-0.3
O=C(CNC(=O)c1ccc(Cl)cc1)NNC(=O)c1ccc(Br)cc1	0	-6	0	18	4	10	-2	98	0.0	-2.2
O=C(Cc1ccccc1)Nc1ccc(S(=O)(=O)N2CCCC2)cc1	1	-3	0	25	1	7	0	100	-0.2	-0.3
Cc1ccc(S(=O)(=O)/N=C(/Nc2ccc(O)c(C(=O)O)c2)c2ccccc2)cc1	13	-17	1	42	12	-2	1	97	-0.1	-1.2
CCOc1ccccc1NC(=O)CN(C)S(=O)(=O)c1cnc[nH]1	2	-3	3	/	1	5	-2	96	-0.2	0.4
CCC(c1nnnn1C(C)(C)CC)N1CCN(c2ccccc2F)CC1 (centres undefined)	3	-7	-1	12	-3	2	-4	99	1.0	0.5
COc1ccc(NC(=O)CN(C2CCCCC2)S(C)(=O)=O)cc1OC	0	/	1	13	-4	10	6	99	0.7	-1.7
COc1ccc2nc(NC(=O)C(NS(=O)(=O)c3cccs3)C(C)C)sc2c1 (centres undefined)	-4	/	-1	/	-7	16	-2	94	0.4	0.2
COc1ccc(N(CC(=O)NCCSCc2ccccc2Cl)S(C)(=O)=O)cc1Cl	-8	-19	-1	1	12	6	-8	96	0.0	-0.2
CCCCCC1CC(CC(=O)NC(=S)Nc2ccccc2Cl)C(=O)O1 (centres undefined)	0	-6	3	-2	-2	1	-5	95	0.1	0.9
COc1ccc(S(=O)(=O)N2CCN(C(=O)c3cc(C)nc4ccccc34)CC2)cc1OC	2	-2	3	3	10	2	10	95	0.0	-1.1
COc1ccc(S(=O)(=O)N(CC(=O)N2CCN(C)CC2)c2ccccc2)cc1OC	6	/	2	13	5	4	10	113	0.1	-1.5
N#CCCN(C(=O)COC(=O)c1ccc2c(=O)n3c(nc2c1)CCC3)c1ccc(F)cc1	-1	-6	-2	3	0	4	-1	93	0.7	-0.3
O=C(CCl)NN1C(=O)NC(c2ccccc2)(c2ccccc2)C1=O	3	-5	11	?	1	-2	-6	85	-0.1	0.9

Of the compounds above, 2 have a COOH group.
SMILES	HTR2A ag	CaV13 FRET inh	N-glyco inh	Vif imaging	PDI inh	MC4R antagonist	H9c2 protect	ABCB6 inh MLPCN	aDG glyco act	MC4R barr agon
O=C(O)C1CC(=O)N(c2ccc(OCc3ccccc3)cc2)C1 (centres undefined)	1	-4	4	17	3	15	4	95	-0.2	-0.3
Cc1ccc(S(=O)(=O)/N=C(/Nc2ccc(O)c(C(=O)O)c2)c2ccccc2)cc1	13	-17	1	42	12	-2	1	97	-0.1	-1.2

The listing continues.
SMILES	HTR2A ag	CaV13 FRET inh	N-glyco inh	Vif imaging	PDI inh	MC4R antagonist	H9c2 protect	ABCB6 inh MLPCN	aDG glyco act	MC4R barr agon
C/C(=N\NC(=O)CC#N)c1ccc(Oc2ccccc2)cc1	6	-5	-4	-6	-8	-2	-6	103	0.1	1.4
CC(=O)c1cccc(NC(=O)C(=O)c2cn(CC(=O)N3CCCCC3)c3ccccc23)c1	2	4	0	-2	0	9	7	96	-0.2	-2.5
Cc1nc(N)ncc1C(=O)Nc1ccccc1	-4	3	2	5	-4	6	2	93	0.0	-1.5
O=C1c2ccccc2C(=O)N1CCCCN(C(=O)c1cc2ccccc2oc1=O)c1ccc(F)cc1F	4	-6	-4	5	-29	3	18	95	0.4	1.8
Cn1c(SCC(=O)c2ccccc2)nnc1-c1ccc(O)cc1	6	-4	1	-3	4	0	-1	98	-0.1	-0.6
O=C(c1ccccc1)N1CCSC1=S	2	-4	2	-1	-5	2	5	101	0.1	-0.9
CCOC(=O)c1c(NS(=O)(=O)c2cccc(OC)c2)sc2c1CCC2	0	-8	-1	-6	2	16	0	94	0.1	1.0
O=c1[nH]c(C(F)(F)F)nc2c1nc1n2CCC1	12	-6	0	18	-6	-7	3	103	0.0	-1.5
C=CCC1CCCC(=O)N2CC[C@H](O)C12 (some centres undefined)	6	-6	1	11	0	-2	-4	104	-0.2	-0.3
O=C(N[C@@H](Cc1ccc(Br)cc1)C(=O)O)OCC1c2ccccc2-c2ccccc21	1	-10	-1	-3	8	0	1	?	-0.1	-0.8
CC(C)CNC(=S)NC(=O)c1ccc([N+](=O)[O-])cc1	-4	-3	-1	-8	3	-1	-7	101	0.2	1.3
c1ccc(CCNc2nc(-c3ccccn3)cs2)cc1	-4	-5	0	5	-2	19	-4	96	2.2	-0.7
CCn1cc(C2=NOC(C(=O)O)C2)c(C)n1 (centres undefined)	-4	-7	2	/	4	14	2	96	-0.1	-2.3
CC(C)(C)c1nn2cnnc2n(/N=C/c2cccc3ccccc23)c1=O	1	-3	0	-3	-8	-4	14	101	0.2	0.8
CCCCCCSc1nnc(-c2cnn(-c3ccccc3)c2-n2cccc2)n1C	1	-4	-3	-9	-1	4	-31	96	1.2	-0.4
CC1CCN(C(=O)/C=C/c2ccc(C(C)(C)C)cc2)CC1	-1	-5	-2	-5	10	-6	-5	87	0.7	3.3
O=C(Nc1ccc2c(c1)C(=O)c1ccccc1-2)c1ccccc1	0	-6	-4	16	-4	-5	-6	112	-0.2	-0.7
CS(=O)(=O)c1ccc(Cl)c(NC(=O)c2cccc(-n3cnnn3)c2)c1	-4	-2	1	/	5	-3	17	95	-0.3	-2.3
O=S(=O)(c1ccccc1)c1nc(-c2ccccc2)oc1N1CCCCC1	9	-8	2	2	-9	8	-5	108	-0.1	0.1
Cc1occc1-c1nnc(SCC(=O)Nc2nc(-c3ccccc3)cs2)o1	-2	-7	-3	-6	-4	-3	-4	107	0.1	24*
O=C(Nc1nc(-c2cc(F)ccc2F)cs1)c1ccccn1	2	3	16	0	-1	13	13	96	-0.1	-4.4
CC12CCC(=O)N1C(C(=O)NNC(=O)c1ccccc1)CS2 (centres undefined)	-3	-6	2	29	8	7	2	100	0.0	-4.1
O=C(CC(C(=O)O)C1CCCO1)NCCc1ccc2c(c1)OCO2 (centres undefined)	5	-4	0	-1	8	0	3	99	0.0	-3.1
O=C(Cc1ccc(NC(=O)C2CCCN(C(=O)C3CCCC3)C2)cc1)Nc1ccc(C(=O)N2CCOCC2)cc1 (centres undefined)	0	-7	1	8	3	3	-5	96	0.1	-0.6
O=C(NNc1cc(N2CCOCC2)nc(N2CCOCC2)n1)c1ccc([N+](=O)[O-])cc1	-2	3	4	0	12	17	-7	95	-0.4	3.0
O=c1cc(-c2ccccc2)nc(Sc2ccc([N+](=O)[O-])cc2[N+](=O)[O-])[nH]1	1	-5	3	-2	5	13	-10	97	-0.2	0.5
COc1ccc(SCCCn2c(=O)c3c(ncn3C)n(C)c2=O)cc1	-1	-6	5	2	2	9	-1	174	0.0	0.5
CN(C)/C=C1\Oc2ccc3ccccc3c2C1=O	-3	-7	-4	-2	-2	6	-7	99	0.0	-4.7
COCCC(=O)N1CCCC(CNS(=O)(=O)c2ccc(OC)cc2)C1 (centres undefined)	-1	-5	-2	0	8	-8	0	97	-0.1	-1.0
N#Cc1ccccc1-n1c(N)c(C(=O)N2CCCC2)sc1=S	-2	-4	0	/	-2	3	-2	95	0.2	-1.2
CCOc1ccc(CCNC(=O)COC(=O)Cc2ccc(F)cc2)cc1OCC	4	-6	-1	-4	4	-2	1	100	-0.2	3.2
O=C(NC(=S)NCC1CCCO1)c1ccccc1[N+](=O)[O-] (centres undefined)	2	-4	2	-6	1	4	3	98	-0.3	0.0
CCOC(=O)C1(CC2CCCCO2)CCN(Cc2c(C)cc(C)cc2-n2cccn2)CC1 (centres undefined)	-7	-3	-5	15	-1	23	-11	94	0.4	-0.1
Cc1ccc(-c2cc(C(=O)O)n(-c3ccc(S(N)(=O)=O)cc3)n2)cc1	0	-5	2	4	0	10	-2	102	0.2	-0.3
O=C1c2ccccc2C(=O)c2cc(N3CCCCC3)ccc21	-2	-8	-20	-6	-8	10	-23	881	-0.2	-1.6
Cc1ccnc(NC(=O)CCC(=O)c2cc(C)sc2C)c1	4	-3	0	0	-4	-1	2	117	-0.2	0.0
COc1ccc(-c2cc3ccccc3n2CC(O)Cn2nc(C)cc2C)cc1 (centres undefined)	-4	-4	-5	5	0	-6	4	106	4.4	-0.9
CCC(C)(C)NC(=O)c1cc([N+](=O)[O-])ccc1N1CCOCC1	3	-5	1	-8	7	5	-2	98	-0.2	-2.6
Cc1ccc(Oc2nc(-c3ccccc3)ncc2S(C)(=O)=O)cc1	-1	-5	1	3	-1	-4	-16	96	0.4	8.4*
C[C@@]12C(=O)N(c3cccc(Br)c3)C(=O)N1[C@H](c1ccc(Cl)cc1)[C@@H]1C(=O)N(C3CCCCC3)C(=O)[C@@H]12	-1	-6	4	-1	2	19	-1	99	3.0	2.1
O=C1c2ccccc2-c2c1cccc2C(=O)N1CCCCC1	1	/	1	/	-6	16	-1	101	-0.1	-0.2
COc1ccc(N2CCN(C(=O)COc3ccc(S(=O)(=O)N4CCOCC4)cc3C)CC2)cc1	7	-3	1	-2	2	1	-6	96	-0.1	1.0
CC(C)NS(=O)(=O)c1ccc(OCC(=O)NCc2ccccc2)cc1	-1	-5	-1	5	2	5	4	90	-0.4	-0.9
COc1ccc(C(=O)NC2CCN(C(=O)Nc3ccc(F)cc3)CC2)cc1	-2	-4	-3	0	2	0	0	99	0.1	-0.9
Cc1c(C=O)c2ccccn2c1C(=O)c1cccs1	1	32*	0	-5	1	-14	15	100	0.1	1.2
CCOC(=O)c1sc(Nc2ccc(Br)cc2)nc1C	-2	-4	1	2	4	8	-13	96	0.1	1.9
O=C(CN1C(=O)c2ccccc2C1=O)OCC(=O)N1CCc2ccccc2C1	7	-5	3	7	6	11	6	107	-0.2	1.1
O=S(=O)(/N=C(/c1ccccc1)N1CCOCC1)c1ccc(F)cc1F	0	-4	2	11	5	6	-4	97	0.2	-1.2
CCc1ccccc1NC(=S)N(CCCN(C)C)Cc1cc2cc3c(cc2[nH]c1=O)OCO3	-7	-4	-1	6	4	15	6	106	-0.2	-2.8
CCc1ccc(C(=O)c2cc3ccc(O)cc3oc2=O)cc1	2	1	4	0	-1	3	-5	87	-0.2	-1.8
CN(CCCN1CCOCC1)C(=O)c1cc(COc2ccc(F)cc2F)on1	-8	-3	1	-2	2	7	4	102	-0.5	-0.8
CCN(CC)CCOC(=O)c1ccc(NC(=O)CCCN2C(=O)/C(=C/c3cccs3)SC2=S)cc1	-15	-6	-10	8	-2	-4	-13	111	0.2	-2.0

Screens deposited in PubChem BioAssay by several laboratories.
